TRb-SRC2 inh – TRbeta-SRC2 interaction inhibition. TRbeta-SRC2 peptide binding, fluorescence polarization; receptor liganded with 1 µM T3. Potency, µM (doses to about 106 µM), inactives show at the highest dose activity change, negative = inhibition, hits mostly inhibitors. hit rate 0.065% among 280,000. AID 1469;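 further: plate controls were bound peptide for no effect and peptide without receptor for full effect; nearly all actives have a fitted effect of over 50% in size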
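Each compound concentration gave % activity, normalized to unbound and bound Texas Red SRC2 controls, from polarization read after 5 hr ambient incubation with T3-loaded human TRb LBD.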
Tau ThT inhib – blocks human tau fibril formation measured by thioflavin T; recombinant tau K18 P301L, heparin-induced fibrillization, ThT fluorescence; Potency, µM (doses to about 57.4 µM), inactives show at the top dose activity, negative = inhibition, actives largely listed as inhibitors; hit rate 2.1% among 270,000; P10636; further: on the % scale 0 is the no-effect control and ±100 the full control effect; nearly all actives have a fitted effect of over 55% in size
Target sequence (P10636 561-689 P618L limits assumed): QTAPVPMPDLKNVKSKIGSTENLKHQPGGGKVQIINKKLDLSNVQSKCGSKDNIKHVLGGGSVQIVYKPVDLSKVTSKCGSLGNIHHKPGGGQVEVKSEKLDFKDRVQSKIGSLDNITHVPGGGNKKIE
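Heparin-induced fibrillization of the P301L-mutant K18 repeat-domain fragment of human tau was followed by ThT binding in quantitative high-throughput format.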
RECQ1 helicase – RECQ1 (human) helicase inhibition; P46063; RECQ1 DNA unwinding, red fluorescence kinetic read; Potency, µM (doses to about 57.3 µM), inactives show at the highest dose activity, negative = inhibition, actives largely listed as inhibitors; hit rate 0.54% among 240,000; AID 2549;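 further: plate controls were vehicle for no effect and no enzyme for full effect; nearly all actives have a fitted effect of over 30% in size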
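RECQ1T1 50 nM; forked duplex (20 bp + 30-nt ss tails) 200 nM, ATP 2 mM final; pH 8.0, 2 mM MgCl2, 2.5 ug/ml poly(dI-dC); 15 min compound preincubation; discontinuous kinetic read over 2 h at RT.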
L3MBTL1 inh – L3MBTL1 (human) inhibition; hit rate 0.66% among 230,000; Potency, µM (doses to about 57.1 µM), for the others: top-dose activity, negative = inhibition, actives largely listed as inhibitors; Q9Y468; AID 485360; AlphaScreen L3MBTL1–H3K9me1 peptide binding; further: on the % scale 0 is the no-effect control and ±100 the full control effect; nearly all actives have a fitted effect of over 60% in size
Target sequence (Q9Y468 whole entry, looked up): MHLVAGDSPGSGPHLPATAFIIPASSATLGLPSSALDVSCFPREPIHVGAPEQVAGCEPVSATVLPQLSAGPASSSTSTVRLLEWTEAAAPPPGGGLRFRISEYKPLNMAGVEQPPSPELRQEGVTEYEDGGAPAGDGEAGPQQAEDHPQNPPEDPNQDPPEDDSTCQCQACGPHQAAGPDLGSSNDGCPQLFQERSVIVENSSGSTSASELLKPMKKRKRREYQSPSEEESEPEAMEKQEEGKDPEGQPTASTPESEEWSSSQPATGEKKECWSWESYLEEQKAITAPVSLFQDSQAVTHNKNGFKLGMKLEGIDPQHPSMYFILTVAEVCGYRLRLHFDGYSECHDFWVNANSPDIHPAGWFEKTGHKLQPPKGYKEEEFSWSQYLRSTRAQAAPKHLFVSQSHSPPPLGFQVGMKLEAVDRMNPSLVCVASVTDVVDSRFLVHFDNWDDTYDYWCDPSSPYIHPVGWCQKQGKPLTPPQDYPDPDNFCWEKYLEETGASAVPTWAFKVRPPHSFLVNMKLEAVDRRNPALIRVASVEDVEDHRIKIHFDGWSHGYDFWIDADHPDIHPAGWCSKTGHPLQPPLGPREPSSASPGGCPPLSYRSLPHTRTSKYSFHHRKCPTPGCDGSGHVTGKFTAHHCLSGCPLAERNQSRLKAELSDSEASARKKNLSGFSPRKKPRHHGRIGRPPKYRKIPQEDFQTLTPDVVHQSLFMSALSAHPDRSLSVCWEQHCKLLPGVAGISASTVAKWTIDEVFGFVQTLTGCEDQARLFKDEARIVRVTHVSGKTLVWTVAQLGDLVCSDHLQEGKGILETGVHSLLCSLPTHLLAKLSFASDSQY
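AlphaScreen assay: L3MBTL1 (50 nM final) was preincubated 30 min at room temperature with biotinylated H3(1-15)K9me1 peptide (75 nM final), then 30 min with library compounds; streptavidin donor and nickel chelate acceptor beads (10 ug/mL final) added, 30 min dark.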
Tau fluor counter – counter-screen for tau fibril formation inhibitors; tau K18 P301L Alexa594 fluorescence, heparin fibrillization; Potency, µM (doses to about 57.7 µM), for the others: at the top dose activity change, negative = decrease; hit rate 0.93% among 280,000; AID 1463; further: on the % scale 0 is the no-effect control and ±100 the full control effect; nearly all actives have a fitted effect of over 55% in size
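Human tau K18 P301L (15 uM unlabeled, 0.24 uM Alexa 594-labeled) in 100 mM sodium acetate pH 7 with 20 uM heparin, 6 hr at 37 C. ThT 30 uM added, 1 hr ambient; Alexa 594 FP and total fluorescence read at 555/632 nm.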
TR SRC2 fluor cs – alters Texas Red total fluorescence, flagging assay interference | Potency, µM (titrated, usually from 106 µM), inactives show top-dose fluorescence change, negative = quenching | hit rate 0.29% among 280,000 | TRb/SRC2 Texas Red total fluorescence interference; active means well fitted curve in either direction with a large enough effect; inconclusive means small, poorly fitted or top-dose-only effect; further: on the % scale 0 is the no-effect control and ±100 the full control effect
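Human TRβ ligand-binding domain (0.6 uM) and Texas Red SRC2 peptide (20 nM) in Tris buffer with 1 uM T3 and 5% DMSO were incubated with pinned compound for 5 hr at ambient temperature. Total fluorescence was computed as S + 2P (555/632 nm).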
Tau FP inhib – tau fibrillization inhibition (FP); P10636; hit rate 0.39% among 280,000; K18 P301L tau heparin fibrillization, Alexa594 FP, 6 h; Potency, µM (top dose mostly 57.7 µM), for the others: at the top dose activity, negative = inhibition, hits mostly inhibitors; further: on the % scale 0 is the no-effect control and ±100 the full control effect; nearly all actives have a fitted effect of over 55% in size
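Steps: dispense K18 P301L tau (15 uM plus 0.24 uM Alexa 594 tracer, final) in pH 7 sodium acetate; add compound; add heparin (20 uM final); incubate 6 hr, 37 C; add ThT (30 uM final); after 1 hr ambient, read FP.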
HTT ATP protect – protects HTT-Q103 PC12 cells, measured by ATP | AID 1471 | hit rate 0.14% among 230,000 | PC12 HTT-Q103 induced, cytoprotection, ATP luminescence, 40 h | Potency, µM (highest dose often 56.4 µM), for the others: cytoprotection (ATP increase), hits mostly activators;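 further: % of control where 0% means no effect; nearly all actives have a fitted effect of over 45% in size; toxic huntingtin expression switched on by the ecdysone agonist tebufenozide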
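ATP quantification (ATPlite) reports survival of PC12 cells in which tebufenozide, 100 nM final, switches on Htt exon 1 with 103 glutamines linked to GFP; compounds are titrated.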
Numbers without * were called inactive; i = inactive; ? = inconclusive; · = not tested or not shown; & = joins results of further samples; [ ] = another dose, or the depositor's remark. Unless noted, the call rests on the fitted dose curve; in most records, active means well fitted curve in the direction sought with a large enough effect; inconclusive means small, poorly fitted or top-dose-only effect, or another doubt; inactive means no such curve, though single readings can be large; an effect the other way counts as inactive or inconclusive. Potency means the concentration at half of the fitted maximal effect. Only part of the results is shown; rates above refer to the full screens.

SMILES | TRb-SRC2 inh | Tau ThT inhib | RECQ1 helicase | L3MBTL1 inh | Tau fluor counter | TR SRC2 fluor cs | Tau FP inhib | HTT ATP protect
C=CCNc1nc(N)c([N+](=O)[O-])c(NCCO)n1 | -2% | -6% | 5% | 2% | 2% | -4% | 3% | 2%[10 µM]
Cc1cc(-c2nn(-c3ccccc3F)cc2CN2CCCC(O)C2)c(C)s1 (configuration not stated) | 6% | -8% | -1% | -7% | -11% | -1% | 6% | -67%[inhibitor]
CSc1ccc(C(C(C(=O)c2cccs2)N2CCOCC2)N2CCOCC2)cc1 (configuration not stated) | -5% | -15% | -5% | 1% | -10% | 0% | -10% | -19%
NNC(=O)CNC(c1ccccc1)c1cc(Br)ccc1NC(=O)c1ccc(Br)cc1 (configuration not stated) | -6% | 4% | 1% | ? | 0% | -4% | -1% | 5%[10 µM]
CCOc1ccc(-c2noc(-c3cccnc3)n2)cc1OCC | 1% | -3% | -1% | -1% | -9% | -2% | -6% | -1%[10 µM]
COc1cc(C2C(C#N)=C(N)Oc3c2ccc2ccccc32)ccc1OCC(=O)Nc1cccc(C)c1 (configuration not stated) | 2% | 8% | 11% | -12% | 7% | 2% | 4% | 6%[10 µM]
CC#CC(=O)N1CCC(CO)(CCc2ccccc2)CC1 | -6% | -10% | -7% | 10% | -9% | -2% | -1% | 7%[10 µM]
CCc1cccc(C)c1NC(=S)NCc1ccc2c(c1)cc(C)n2C | -3% | -3% | -6% | -28% | ? | -2% | -8% | ·
Cc1cc(C)nc(NC2=NCC(=O)N2c2cccc(Cl)c2)n1 | -6% | 7% | i | 2% | 4% | 2% | -4% | -9%
COc1ccc(NC(=O)COC(=O)c2ccc(N3CCCC3=O)cc2)cc1OC | 7% | -16% | 0% | 5% | -8% | 1% | -1% | -24%[10 µM]
Cc1cc(-c2nnco2)c(C)n1-c1ccc(F)cc1 | 1% | -7% | i | -5% | 0% | 0% | 7% | -25%
Cc1cccc(OC(=O)c2ccncc2)c1C | 3% | -3% | i | 9% | -3% | 1% | 1% | -23%[10 µM]
COc1ccc(COC(=O)N/N=C(\C)CC(=O)Nc2c(C)cc(C)cc2C)cc1 | -8% | 1% | -7% | -3% | 1% | 0% | -3% | 21%
COc1ccc(CNC(=O)C2CC(C)=C(C)CC2C(=O)O)cc1 (configuration not stated) | -10% | 0% | i | · | 0% | 2% | 2% | 10%
O=C(Nc1ccccc1)c1ccc(NCCN2CCOCC2)c(S(=O)(=O)N2CCOCC2)c1 | -2% | -1% | -15% | 0% | 0% | 0% | -8% | -6%
Cc1cc(C(=O)COC(=O)c2ccc[nH]c2=O)c(C)n1-c1ccccc1F | -2% | -8% | -11% | -12% | -5% | 1% | 0% | -56%[inhibitor][10 µM]
Cc1ccccc1NC(=S)N(Cc1ccccc1)Cc1cccnc1 | -1% | 8% | i | 0% | 6% | 0% | -5% | -30%
O=C(N/N=C/C=C/c1ccccc1)c1cc2c(ccc3ccccc32)o1 | 1% | ? | -3% | -1% | 4% | -1% | -9% | -59%[inhibitor]
Nc1nnc(CCOc2ccccc2Cl)s1 | 4% | -5% | -23% | -1% | 0% | 0% | 1% | -92%[inhibitor][10 µM]
COC(=O)c1ccc(CSc2nc(-c3ccccc3)cs2)o1 | -5% | -3% | -12% | 38%[activator] | -15% | -1% | -2% | -53%[inhibitor]
Cc1ccccc1CSc1nnc2[nH]c(=O)cc(-c3ccccc3)n12 | 0% | ? | · | · | -4% | 0% | 7% | ·
Cc1cccc(-n2c(N)cc(=O)[nH]c2=S)c1 | -9% | -3% | -2% | 3% | -1% | -1% | 2% | -6%
COc1ccc(/C=C/C(=O)Nc2nc3n(n2)C(c2ccc(F)cc2)C=C(c2ccccc2)N3)cc1 (configuration not stated) | 6% | ? | · | · | -13% | -2% | 11% | ·
O=c1c2c(-c3ccco3)csc2nc(SCc2cn3cccnc3n2)n1-c1ccccc1 | 13% | ? | 13µM* | -17% | -29% | -6% | -14% | -27%[10 µM]
Cc1cc(-n2c(C)cc(C(=O)CSc3nnc4sc5ccccc5n34)c2C)no1 | -13% | 19% | -11% | 36%[activator] | 6% | 1% | -3% | 15%

The list goes on:
SMILES | TRb-SRC2 inh | Tau ThT inhib | RECQ1 helicase | L3MBTL1 inh | Tau fluor counter | TR SRC2 fluor cs | Tau FP inhib | HTT ATP protect
O=C(NCC1CCCO1)c1ccc2c(=O)n(Cc3ccco3)c(SCC(=O)N3CCCC3)nc2c1 (configuration not stated) | -14% | 4% | -6% | 6% | 3% | -3% | -4% | 7%
O=c1oc2ccccc2c(N2CCN(c3ccc(F)cc3)CC2)c1CN1CCCC1 | 5% | -17% | · | · | -12% | -1% | 3% | ·
Cc1c(C(=O)OC2CCCCC2)sc2nc[nH]c(=O)c12 | 8% | -12% | -1% | 4% | -29% | -4% | -7% | 1%[1.9 µM]
CCOC1CS(=O)(=O)CC1OCC (configuration not stated) | 8% | 6% | -5% | -4% | 3% | -4% | 5% | 12%
CCC(C)(C)NC(=O)Nc1cc(Cl)ccc1OC | -8% | 7% | 7% | 6% | 3% | -6% | 9% | ·
CCOc1ccc(CC(=O)Nc2nnc3n2CCS3)cc1 | 7% | 6% | · | · | 3% | -3% | 4% | ·
CCC(=O)c1ccc(OCC(O)CN(CCc2ccccc2)Cc2ccccc2)cc1 (configuration not stated) | 1% | ? | -16% | 10% | -20% | -2% | 1% | -64%[inhibitor]
O=C(O)CN1C(=O)NC2(CCOc3ccccc32)C1=O (configuration not stated) | 5% | · | -10% | · | 16% | 0% | -2% | 3%[10 µM]
O=c1[nH]nc(SCCS(=O)(=O)c2ccc(F)cc2)n1-c1ccccc1C(F)(F)F | -9% | · | 0% | · | -21% | 0% | -6% | 8%[10 µM]
COC(=O)c1ccc(N2C(=O)CC(NCc3ccccc3)C2=O)cc1 (configuration not stated) | -7% | -1% | i | 1% | 0% | -3% | 2% | 6%
NC(=O)CC(NC(=O)Cc1cccc2ccccc12)c1ccc(N2CCN(c3ccccc3)CC2)c([N+](=O)[O-])c1 (configuration not stated) | 6% | ? | i | · | ? | -2% | 1% | 0%[10 µM]
CCOC(=O)C(=CNc1ccc2c(c1)CCN2C(C)=O)C(=O)OCC | 4% | -10% | -3% | 4% | -6% | -2% | 1% | -3%[10 µM]
COc1ccc(Cl)cc1NC(=O)N1CCN(c2ccccc2OC)CC1 | -5% | -10% | -1% | -5% | -24% | -2% | 3% | 5%[10 µM]
CN(C)CCNC(=O)c1ccc(Cn2c(SCc3ccc(F)cc3)nc3cccnc32)cc1 | -9% | -3% | · | · | -7% | 8% | 0% | ·
CCOc1nc(-c2ccccc2)ccc1-c1noc(-c2cccs2)n1 | -11% | -7% | i | 14% | -6% | 1% | 2% | 4%
O=C(COc1ccccc1)NC(Cc1c[nH]c2ccccc12)C(=O)O (configuration not stated) | -1% | -15% | 2% | -4% | -5% | -4% | 5% | -9%
Cc1nn(C)c(C)c1NC(=O)CCCSc1nc(-c2ccco2)cc(C(F)(F)F)n1 | -2% | -22% | -6% | 4% | -1% | -2% | 8% | 19%[10 µM]
COC(=O)c1c(C)oc2c1cc(NS(=O)(=O)c1cccs1)c1ccccc12 | 4% | -21% | -1% | · | ? | -1% | 7% | -11%
COc1ccc(C(=O)OCc2cc3cccc(C)c3[nH]c2=O)cc1 | 0% | -11% | 15% | 25% | -14% | -2% | -10% | -8%
O/N=C1\CCCc2ccccc21 | 0% | -7% | i | -5% | -4% | 1% | -2% | 2%[10 µM]
OCCOCCN1CCN(C2=Nc3ccccc3Sc3ccccc32)CC1 | -1%&-10%&-9% | 0%&-4%&-9% | -1%&-6%&-6% | · | -6%&-5%&-13% | -2%&0%&-7% | 9%&-8%&-9% | -53%[inhibitor]
CCN1CCN(Cc2ccc(NC(=O)c3ccc(C)c(NC(=O)c4nccnc4N)c3)cc2C(F)(F)F)CC1 | 9% | -3% | -7% | · | -22% | -5% | -12% | 4%[10 µM]
CC(C)CSc1nc2c(c(=O)[nH]c(=O)n2C)n1CCc1ccccc1 | -13% | -4% | -6% | 2% | -3% | 0% | 8% | -29%
O=C(NCCCN1CCN(C2CCCCC2)CC1)Nc1ccccc1C(F)(F)F | -7% | -9% | -1% | -3% | 2% | 0% | 2% | 8%
O=C(COC(=O)c1cccc2ccccc12)Nc1ncc(C(F)(F)F)cc1Cl | -5% | -7% | -11% | · | -14% | -6% | -2% | 7%[10 µM]
O=C(COC(=O)c1ccc(NS(=O)(=O)c2cccs2)cc1O)Nc1ccc(F)cc1 | 6% | -2% | -7% | 6% | ? | 0% | -16% | -5%[10 µM]
O=C(O)c1ccc2c(c1)ncn2C1CCCCC1 | 2% | -7% | 0% | 3% | -4% | -2% | 6% | 0%[10 µM]
COc1ccc(C2C3=C(OC(C)=O)c4ccccc4C3=Nc3c2c(=O)n(C)c(=O)n3C)cc1 (configuration not stated) | 0%&4% | 17%&0% | -11%&8% | 6% | 2%&-9% | -5%&0% | 4%&6% | -8%[10 µM]
CC[N+](CC)(CC)CCCCOc1ccc2c(c1)C(=O)c1cc(OCCCC[N+](CC)(CC)CC)ccc1-2 | -1% | ? | -7% | 1% | -17% | -7% | 2% | 9%[10 µM]

Quoted at random: 3 entries already listed
SMILES | TRb-SRC2 inh | Tau ThT inhib | RECQ1 helicase | L3MBTL1 inh | Tau fluor counter | TR SRC2 fluor cs | Tau FP inhib | HTT ATP protect
CCN1CCN(Cc2ccc(NC(=O)c3ccc(C)c(NC(=O)c4nccnc4N)c3)cc2C(F)(F)F)CC1 | 9% | -3% | -7% | · | -22% | -5% | -12% | 4%[10 µM]
O=c1oc2ccccc2c(N2CCN(c3ccc(F)cc3)CC2)c1CN1CCCC1 | 5% | -17% | · | · | -12% | -1% | 3% | ·
O=C(COc1ccccc1)NC(Cc1c[nH]c2ccccc12)C(=O)O (configuration not stated) | -1% | -15% | 2% | -4% | -5% | -4% | 5% | -9%
